CAL PDZ FP-1 = CAL PDZ peptide-binding inhibitors, primary screen, biochemical, fluorescence polarization, Cer-tagged CAL PDZ, HTS | Golgi-associated PDZ and coiled-coil motif-containing protein (Homo sapiens), Q9HD26 | purified CAL PDZ, TMR-peptide fluorescence polarization, 1 h | inhibition, % at 20 µM | 0.02% of 330,000 active | AID 504414, 2011;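 active = highest replicate inhibition of at least 40%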;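 also: plate controls were DMSO neutral control wells for no effect and unlabeled competitor peptide control wells for full effect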
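System: tagged CAL PDZ domain. Schedule: 1 h room-temperature incubation prior to read. Signal: fluorescence polarization (mP). Measure: percent inhibition from loss of millipolarization.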
Arr AP2 block = inhibitors of beta-arrestin/AP2 binding, primary screen, biochemical, GPCR trafficking, flow cytometry | FITC-arrestin peptide / GST-AP2 beads; AP2 beta2 appendage carries R879A mutation | inhibition, % at 10 µM | 0.31% of 340,000 active | AID 504490, 2011;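 active = inhibition above a set limit, near 3 SD of compounds lacking own fluorescence, cut at about 54% in these data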;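 also: plate controls were DMSO wells for no effect and 5 µM unlabelled arrestin peptide for full effect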
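Material – GST-tagged AP2 beta2-adaptin appendage (R879A) on 4 µm glutathione beads · Probe or stimulus – fluorescein-tagged arrestin peptide at 50 nM final · Timing – 12 min plus 1 h, RT · Detection – bead flow cytometry, FITC channel · Read-out basis – inhibition as reduced fluorescein signal on beads, percent · Medium – PBS plus Tween 20 (0.05%) and BSA (0.1%)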
V-ATPase pH = regulators of yeast V-ATPase proton pumping, primary screen, pHLuorin cytosolic pH fluorescence. S. cerevisiae. response, % at 10 µM. 0.37% of 350,000 active; in the data active = response mostly above about 7.3%, no sharp cut-off; inactive = mostly below about 5.4%; also: actives read high; inactives centre near 0; some compounds called inactive have numbers as strong as hits; reference of the scale not given here
NSD2 inh = NSD2 histone methyltransferase inhibitors, primary screen, biochemical, AlphaScreen, single concentration, set 2. NSD2 peptide methylation, 120 min. inhibition, % at 12.5 µM. 0.54% of 310,000 active. AID 743445, 2014; in the data active = inhibition above about 50%
CAL PDZ FP-2 = untagged CAL PDZ binding inhibitors, primary screen, biochemical, fluorescence polarization, HTS. Golgi-associated PDZ and coiled-coil motif-containing protein (Homo sapiens), Q9HD26. purified CAL PDZ, TMR-peptide fluorescence polarization, 1 h. inhibition, % at 24.9 µM. 0.92% of 300,000 active. AID 602252, 2012;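 active = mean inhibition of at least 30% with at least half of replicates also reaching 30%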;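 also: 0% = DMSO neutral control and 100% = excess unlabeled competitor peptide PRC23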
Pemphigus Ab inh = inhibitors of pemphigus antibody binding to DSG3, primary screen, biochemical, bead-based, flow cytometry, scFv-GFP | Desmoglein-3 (Homo sapiens), P32926 | DSG3-coupled beads, scFv-anti-DSG3-GFP binding; active compounds read low | binding (percent of control), % at 10 µM | 0.48% of 310,000 active;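 active = binding more than 3 SD below its plate's average and above zero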;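 also: hits lower antibody fragment binding to DSG3; some compounds called inactive have numbers as strong as hits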
Target sequence (P32926 whole entry, looked up, the tested form may be a part): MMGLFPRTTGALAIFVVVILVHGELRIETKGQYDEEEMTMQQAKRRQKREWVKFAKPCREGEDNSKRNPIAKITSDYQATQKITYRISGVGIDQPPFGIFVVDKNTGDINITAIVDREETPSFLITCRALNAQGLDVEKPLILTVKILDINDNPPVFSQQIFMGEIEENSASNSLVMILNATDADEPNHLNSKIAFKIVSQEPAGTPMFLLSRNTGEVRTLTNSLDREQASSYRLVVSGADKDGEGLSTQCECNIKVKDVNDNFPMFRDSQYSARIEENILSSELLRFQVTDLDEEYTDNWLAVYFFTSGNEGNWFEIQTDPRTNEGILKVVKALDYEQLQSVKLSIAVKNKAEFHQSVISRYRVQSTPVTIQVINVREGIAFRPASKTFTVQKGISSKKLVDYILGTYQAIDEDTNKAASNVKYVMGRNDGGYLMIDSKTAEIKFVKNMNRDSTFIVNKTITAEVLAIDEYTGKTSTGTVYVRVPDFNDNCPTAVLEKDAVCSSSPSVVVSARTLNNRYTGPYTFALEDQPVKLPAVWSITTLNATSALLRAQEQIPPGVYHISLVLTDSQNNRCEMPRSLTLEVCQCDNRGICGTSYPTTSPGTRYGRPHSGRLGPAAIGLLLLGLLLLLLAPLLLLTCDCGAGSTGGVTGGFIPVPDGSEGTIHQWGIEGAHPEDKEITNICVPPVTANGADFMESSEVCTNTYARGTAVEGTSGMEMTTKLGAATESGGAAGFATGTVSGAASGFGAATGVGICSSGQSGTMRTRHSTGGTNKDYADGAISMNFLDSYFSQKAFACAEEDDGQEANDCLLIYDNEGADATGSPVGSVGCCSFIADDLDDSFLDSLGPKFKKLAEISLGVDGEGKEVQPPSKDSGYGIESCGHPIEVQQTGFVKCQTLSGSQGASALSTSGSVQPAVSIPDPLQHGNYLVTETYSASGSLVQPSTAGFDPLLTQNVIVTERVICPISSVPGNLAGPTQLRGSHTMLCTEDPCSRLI
RTF Ca sens inh = cardiac RTF calcium sensitivity inhibitors, primary screen, biochemical, IANBD-TnC fluorescence, EC70 calcium. Troponin I, cardiac muscle (Homo sapiens) + Troponin T, cardiac muscle (Homo sapiens) + …. 0.12% of 340,000 active. IANBD-labeled cardiac RTF, Ca2+ fluorescence. inhibition, % at 7.15 µM;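 active = inhibition above the mean inhibition of all tested compounds plus 3 SD, cut at about 17% in these data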;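 also: assay run at fixed EC70 calcium of 1.6 mM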
Keap1-Nrf2 PPI = Keap1-Nrf2 protein-protein interaction inhibitors, primary screen, biochemical, fluorescence polarization, single point | Kelch-like ECH-associated protein 1 (Homo sapiens), Q14145 | Keap1 Kelch-Nrf2 peptide fluorescence polarization, 1536-well | inhibition, % at 9.4 µM | 0.15% of 340,000 active; in the data active = inhibition above about 12%;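 also: human Keap1 Kelch domain with fluorescein labeled Nrf2 9mer peptide probe; 0% = neutral control wells and 100% = peptide positive control; higher means more block of Keap1 binding to Nrf2 peptide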
DAGLB inhibitor = DAGLB lipase inhibitors, primary screen, biochemical, fluorescence, HTS. HEK293T DAGLB membrane lysate, EnzChek fluorogenic substrate. inhibition, % at 5.17 µM. 0.059% of 340,000 active. AID 504411, 2011; in the data active = inhibition above about 34%;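 also: 0% = enzyme with vehicle and 100% = wells lacking enzyme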
LANA DNA inh = inhibitors of KSHV C-LANA binding to DNA, primary screen, biochemical, fluorescence polarization, FAM-LBS DNA, MBP-C-LANA, single point | inhibition, % at 9 µM | 0.078% of 340,000 active | Kaposi's sarcoma herpesvirus LANA C-terminal domain (residues 932-1162) DNA binding;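 active = highest replicate inhibition at or above 60% at 9 µM, even if other replicates fall short; inactive = all replicates below 60% inhibition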;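 also: 0% = neutral control wells and 100% = 4 µM acridine orange control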
Numbers without * were called inactive; . = no result given; & = joins results of further samples. A portion of the library; rates above refer to the full screens.

SMILES	CAL PDZ FP-1	Arr AP2 block	V-ATPase pH	NSD2 inh	CAL PDZ FP-2	Pemphigus Ab inh	RTF Ca sens inh	Keap1-Nrf2 PPI	DAGLB inhibitor	LANA DNA inh
OCC[C@@H]1C[C@H](O)[C@@H](O)[C@]2(OCCc3ccccc32)O1	-0.1	3	3	.	0	94	5	-5	0	3.4
CC(C)c1nc(SCc2ccccn2)c2c(=O)n(C)c(=O)n(C)c2n1	-3.2	5	-1	.	-3	108	0	0	0	-0.9
CC(=O)c1cccc(Nc2ncnc3ccc(Br)cc23)c1	-5.7	15	-1	2	-2	92	-7	-6	-1	-0.6
Cn1c(COc2ccc(C(=O)O)cc2)nc2ccccc21	-1.0	1	-1	3	2	89	0	0	-3	0.5
CNS(=O)(=O)c1cccc(C(=O)OC2CCCCC2=O)c1 (stereo not given)	0.3	18	2	-1	3	105	8	0	-3	1.2
O=C(NCCNC(=O)c1cccs1)c1ccco1	-3.6	9	2	-4	-7	98	4	-5	0	0.5
COCCCn1c(SCc2ccc(OC)cc2)nc2cc(OC)c(OC)cc2c1=N	0.1	1	0	-1	-4	96	-3	-2	-4	0.0
COC(=O)c1sc(-c2ccccc2)cc1NC(=O)C1CC1	12	9	-3	-5	-7	100	-7	4	-9	0.6
CC(=O)CSc1nnc(NC(=O)CCc2ccccc2)s1	-1.4	-2	2	1	6	.	4	-2	5	0.5
COc1ccc(OC)c(-c2c[n+](=O)c3c(n2[O-])CCCC3)c1	-1.2	19	4	-8	.	.	9	0	-4	0.3
CCOc1ccc(S(=O)(=O)Nc2cccc(C(=O)N3CCN(c4ccccn4)CC3)c2)cc1	.	.	0	5	.	102	.	.	0	.
Cc1cccn2c(=O)nc(SCC(=O)N3CCCCCC3)nc12	-2.7	3	0	-1	-1	100	-2	-2	-1	0.5
CC(C)OCCCNc1nc2c(cnn2C)c(=O)[nH]1	-1.1	-5	0	-1	-3	117	4	-8	-1	0.5
O=C(Nc1ccc(-c2cn3ccccc3n2)cc1)c1ccco1	-6.0	29	2	1	.	103	8	1	-1	0.1
CC(Oc1ccc2c(-c3ccccc3)cc(=O)oc2c1)C(=O)NC(Cc1c[nH]c2ccccc12)C(=O)O (stereo not given)	-0.4	-9	-1	1	2	116	-11	-2	6	-0.4
COc1ccc(N(C)C2=NS(=O)(=O)c3ccccc32)cc1	-0.3	-4	-1	-4	2	.	-7	-5	0	-1.5
CCOc1ccccc1NC(=O)NC1(C(=O)N2CCN3CCCC3C2)CCCCC1 (stereo not given)	-2.0	25	-6	-1	0	101	2	4	0	-0.6
Cc1ccc(C(=O)c2c[nH]c3c(F)cc(F)cc3c2=O)cc1	-0.3	6	0	23	-3	100	-2	2	0	-0.2
COC(=O)c1ccccc1N1C(=O)C2C(C1=O)C1C=CC2C12CC2 (stereo not given)	-2.7	8	.	1	.	86	4	1	-1	-1.0
NC(=O)c1ccc(Oc2cccc3cccnc23)c([N+](=O)[O-])c1	-0.3	28	-1	7	0	91	-15	3	2	1.3
CCOC(=O)c1ccc(NC(=O)CSc2nncn2-c2cccnc2)cc1	-2.8	16	2	0	3	.	-11	2	-4	1.0
O=C(Nc1ccc(O)cc1)c1cc(S(=O)(=O)N2CCCC2)ccc1Cl	-0.2	6	-3	1	-4	97	0	2	1	-2.1
COc1ccccc1CNC(=O)COC(=O)c1cccc(S(=O)(=O)N2CCCC2)c1	-0.9	5	-2	1	.	107	-4	0	1	0.3
COC(=O)c1ccccc1NC(=O)CN1CCN(C23CC4CC(CC(C4)C2)C3)CC1	-0.5	7	-5	4	-2	102	1	2	-1	-1.4
Cc1ccc(C)c(N=Nc2ccc(O)c3ncccc23)c1	-2.0	103*	13	2	-5	80	11	-1	3	-0.2
S=c1nc(C2CC2)[nH]c2ccccc12	.	3	6	2	-3	104	-2	-8	1	-0.4
[O-][n+]1onc2c1CCc1c-2nc(-c2ccccc2)n1OCc1ccccc1	-0.4	7	0	-5	0	100	-1	-4	3	0.6
CC(CCN1CCN(c2ccc(F)cc2)CC1)c1ccccc1 (stereo not given)	-1.1	-2	1	45	-8	94	-4	-1	-7	0.4
CCN(CC)C(=O)c1cn(CCC#N)nc1-c1ccc2ccccc2c1	.	-4	1	2	-5	102	-3	-3	2	2.2
CCCC(=O)Oc1c(S(=O)(=O)c2ccc(C)cc2)c(C)nn1C(C)(C)C	0.0	10	-2	-4	1	98	-2	-3	-6	-10
O=C(CCCNC(=O)/C(=C\c1ccccc1F)NC(=O)c1ccccc1)OCc1ccccc1	-0.6	0	3	-1	-2	98	-8	-1	3	0.1
CCOC(=O)c1cccc(NC(=O)CSc2nnnn2C)c1	.	8	-4	.	-1	.	9	-4	-4	-0.9
COC(=O)c1ccc2c(=O)n(CCCCCC(=O)NCc3ccccc3)c(=O)[nH]c2c1	-3.7	9	-4	-1	-1	92	-4	-3	3	-0.3
Cc1ccc(NC(=O)C(C)c2cccc(C(=O)c3ccccc3)c2)cc1O (stereo not given)	-1.6	1	-1	0	-2	108	-11	-6	-2	0.8
CCOc1ccccc1CNC(=O)C1CCCN(c2nn3c(=O)cc(C)nc3s2)C1 (stereo not given)	-2.0	-4	-2	9	.	106	-4	-6	1	-2.5
Cc1cc(OCC(=O)Nc2ccc(F)c(F)c2)nc(C(C)C)n1	-1.0	6	1	.	-5	95	2	2	1	1.1
O=C(c1cccc(Cl)c1)N1CCN(c2ncnc3c2cnn3-c2ccccc2)CC1	-0.3	26	-1	1	-1	106	-18	-1	-3	-0.8
CCOc1ccc(C(=O)CN2CCN(S(=O)(=O)c3ccc(Br)cc3)CC2)cc1	-0.5	-6	5	0	0	100	2	-7	-2	-1.9
COC(=O)c1ccc(NC(=O)CCN2CCCCC2)cc1	-2.8&1.7	-4&20	-2&-1	0&1	-2&2	97	0&-10	-6&2	1&-1	1.7&0.9
CC(C)Oc1ccc(/C=C(/NC(=O)c2ccccc2)C(=O)NCCC(=O)O)cc1	0.1	24	2	3	2	101	4	-1	-2	-0.8
C=CCNc1nc(SC)nc2ccsc12	-0.7	13	0	0	-3	99	-1	-5	-1	-2.3
Cc1ccsc1C(=O)OCC(=O)N1CC(=O)Nc2ccccc21	-1.6	-9	3	-3	-1	106	-11	-6	-1	-0.3
O=C(c1ccccc1NS(=O)(=O)c1ccc(F)cc1)N1CCc2ccccc21	0.3	47	7	-1	-2	102	-13	0	3	-1.1
CN(C(=O)CC(=O)Nc1ccc(Cl)c(Cl)c1)c1ccccc1	-2.5	2	3	9	2	85	-5	-8	1	-0.7
O=C(N/N=C/c1ccc(OCC(=O)N2CCOCC2)cc1)c1ccccc1Cl	0.0	28	2	0	3	85	-6	3	2	-1.4
O=C(NNS(=O)(=O)c1ccccc1)C1CCCCC1	-2.6	15	-5	5	-1	105	-12	1	-3	-1.3
CCN(CC)c1ccc(C(=O)OCC(=O)N2CCCC2)cc1	-3.4	5	-1	-1	-3	91	-10	0	-4	1.2
Cc1ccc(C#N)c(SCC(=O)Nc2nccs2)n1	-2.1	-16	-3	-2	-1	96	1	-5	0	-1.5
CCN(CC)CC(=O)Nc1c(Br)ccc2c1OCO2	-0.5	3	1	0	-4	104	9	0	-2	-0.4
O=C(N/N=C1\CCCc2ccccc21)c1ccc([N+](=O)[O-])cc1Cl	-0.4	12	-4	2	-1	.	-13	2	-1	-0.6
CCc1cccc(CC)c1-n1c(SCC(=O)N2CCc3ccccc32)nc(O)cc1=O	-0.4	1	2	2	1	129	-5	0	12	3.7
COc1ccc(/C(C)=N/NC(=O)CNC(=O)c2cccnc2)c(OC)c1	-0.5	37	-3	-2	-2	102	-3	1	-1	1.1
Cc1ccccc1OCC(=O)NCCN1CCCC1	.	2	6	0	-3	102	-3	5	2	1.5
COc1ccc(C(=O)Nc2nc(C)c(C(C)=O)s2)cc1S(=O)(=O)N1CCOCC1	-1.2	23	-3	9	.	108	1	1	-2	-0.3
COCc1ccc(C(=O)N2CCCC(C(=O)c3cccc(C(F)(F)F)c3)C2)o1 (stereo not given)	-0.8	36	1	1	7	98	-2	-3	-1	0.9
Cc1nc(Cl)c(C#N)c2c1CCCC2	0.2	-15	4	.	-4	88	-5	0	2	0.4
COCc1cc(C)nc2sc(C(=O)Nc3cccc(OC)c3)c(N)c12	0.5	0	-1	-13	-3	118	3	0	0	1.4
COc1ccc(Cc2nc3ccc(C(=O)NC4CCOC4)cc3o2)cc1 (stereo not given)	-1.9	-3	-2	-8	0	.	-4	1	0	-0.4
COCCn1c(C)cc(C2=NNC(=Nc3ccc(OC)cc3)SC2)c1C	0.4	10	4	.	-6	95	8	0	6	-3.0
N#CCC(=O)Nc1ccc(C(=O)OCC(=O)N(C2CCCCC2)C2CCCCC2)cc1	0.5	3	0	2	-4	102	-13	-2	-6	-4.2
COC(=O)c1ccccc1COn1c(=O)c[n+]([O-])c2ccccc21	-2.6	-4	4	-5	-1	94	-5	-6	-1	-1.4

An excerpt from above in order of the CAL PDZ FP-2 value, rising:
SMILES	CAL PDZ FP-1	Arr AP2 block	V-ATPase pH	NSD2 inh	CAL PDZ FP-2	Pemphigus Ab inh	RTF Ca sens inh	Keap1-Nrf2 PPI	DAGLB inhibitor	LANA DNA inh
Cc1ccc(C)c(N=Nc2ccc(O)c3ncccc23)c1	-2.0	103*	13	2	-5	80	11	-1	3	-0.2
CCN(CC)c1ccc(C(=O)OCC(=O)N2CCCC2)cc1	-3.4	5	-1	-1	-3	91	-10	0	-4	1.2
O=C(CCCNC(=O)/C(=C\c1ccccc1F)NC(=O)c1ccccc1)OCc1ccccc1	-0.6	0	3	-1	-2	98	-8	-1	3	0.1
O=C(N/N=C1\CCCc2ccccc21)c1ccc([N+](=O)[O-])cc1Cl	-0.4	12	-4	2	-1	.	-13	2	-1	-0.6
CCCC(=O)Oc1c(S(=O)(=O)c2ccc(C)cc2)c(C)nn1C(C)(C)C	0.0	10	-2	-4	1	98	-2	-3	-6	-10
CN(C(=O)CC(=O)Nc1ccc(Cl)c(Cl)c1)c1ccccc1	-2.5	2	3	9	2	85	-5	-8	1	-0.7
